Source: PubChem
NCI-60 one-dose screen, 48 h, at 10 µM unless noted. Numbers give growth in % (100 = growth as untreated, 0 = no growth, -100 = all killed).
SK-MEL-5: SK-MEL-5 melanoma. 80,000 compounds, 6.4% hits
UACC-257: UACC-257 melanoma; 78,000 compounds, 4.4% hits
SK-MEL-2: SK-MEL-2 melanoma | AID 1794763 | 77,000 compounds, 4.7% hits
LOX IMVI: LOX IMVI melanoma. 79,000 compounds, 7.4% hits. AID 1794757
UACC-62: UACC-62 melanoma | 81,000 compounds, 5.4% hits | AID 1794756
MDA-MB-435: MDA-MB-435 melanoma; 82,000 compounds, 7.8% hits
SK-MEL-28: SK-MEL-28 melanoma. 81,000 compounds, 4.1% hits. AID 1794761
MALME-3M: MALME-3M melanoma. 78,000 compounds, 5.8% hits
An asterisk follows results filed as active; nt = no result given. How the source made its calls: active means growth percent below 10; inactive means the rest. This is a random part of the collection; about 12% have a hit in one of these screens.

item	mol	SK-MEL-5	UACC-257	SK-MEL-2	LOX IMVI	UACC-62	MDA-MB-435	SK-MEL-28	MALME-3M
1	CC(C)(C)c1ccc(S(=O)(=O)Oc2ccc(NC(=O)c3ccc(Cl)cc3)cc2)cc1	77	91	83	92	61	110	104	97
2	CCCCNC(=O)c1cc([N+](=O)[O-])cc(C2CCCCC2)c1O	-13*	25	20	36	20	33	34	1.9*
3	Cc1cc(C)c2c(N)c(-c3nc4cc(Cl)ccc4o3)sc2n1	97	109	nt	92	97	103	110	97
4	COc1ccc(C2=Nn3c(nnc3-c3cc(OC)ccc3OC)SC2)cc1	105	99	nt	74	95	94	97	86
5	O=C1OCC/C1=C\N1CCCCC1	104	97	122	99	102	98	92	106
6	Cc1nc2c(cnn2-c2ccccc2)c(=O)n1-c1ccc(NC(=O)c2ccccc2)cc1	24	53	86	73	63	73	95	70
7	COc1cccc2c1S(=O)(=O)c1c(NCCN)nc3ccccc3c1C2=O	nt	76	93	76	83	91	113	57
8	COc1ccc(C(=O)C[C@@]2(O)C(=O)Nc3c(Cl)ccc(Cl)c32)cc1	99	97	104	93	92	93	103	98
9	CCN1CCN(/C=C2\SC(=S)NC2=O)CC1	nt	117	106	102	93	108	105	98
10	CCCC(=O)OCc1ccc(Cl)cc1	108	98	104	97	nt	86	103	90
11	Cn1c2ccccc2n2cc(-c3ccc([N+](=O)[O-])cc3)nc12	80	96	117	83	82	96	98	98
12	C=C(C)[C@@H]1CC[C@]2(COCCCNCCCN)CC[C@]3(C)[C@H](CC[C@@H]4[C@@]5(C)CC[C@H](O)C(C)(C)[C@@H]5CC[C@]43C)[C@@H]12	-64*	-0.3*	99	-81*	-90*	-96*	-93*	-84*
13	Fc1cnc(NC2CC2)nc1-c1cnc2ccc(N3CCOCC3)cn12	-53*	-7.4*	-34*	4.2*	-81*	0.3*	-4.1*	-34*
14	C=C1C(=O)O[C@H]2[C@H]1CC/C(Cn1cc(-c3cc(C(F)(F)F)cc(C(F)(F)F)c3)nn1)=C\CC[C@@]1(C)O[C@@H]21	-100*	-85*	-84*	-87*	-77*	-82*	-83*	-89*
15	CCOC(=O)c1ccc(N=CC2CCCCC2=O)cc1 (configuration not stated)	88	96	110	102	91	102	100	110
16	COc1ccc(Nc2ncc(C#N)c(NCCCNC(=O)C3CCC3)n2)cc1	92	113	81	33	78	69	103	79
17	CCCCN(CCCC)c1nn[nH]n1	109	99	103	94	111	126	117	nt
18	CC1(C)CC[C@]2(C(=O)O)CC[C@]3(C)C(=CCC4[C@@]5(C)C[C@@H](O)[C@@H]6OC(c7cccs7)OC[C@@]6(C)C5CC[C@]43C)C2C1 (some centres not stated)	59	35	46	64	54	53	42	67
19	COc1cc(C2CC(=O)Nc3n[nH]c(-c4ccccc4)c32)cc(OC)c1OC (configuration not stated)	68	nt	60	70	38	-2.2*	67	68
20	CC(=O)c1cccc(O)c1	100	99	103	95	109	107	109	nt
21	O=C1Nc2ccc(Cl)cc2/C1=C/c1c[nH]c2ccc(F)cc12	79	83	77	46	73	92	76	97
22	c1ccc(Cc2nn3cc(-c4ccccc4)nc3s2)cc1	101	108	97	86	83	114	109	111
23	Nc1ccc2nc(NC(=O)CN3CCCCC3)sc2c1	101	101	111	100	106	103	117	98
24	COC(=O)N1CCN(c2ccc(C)cc2)CC1	100	114	124	112	107	121	104	119
25	O=P1(NC2CCCCC2)OCC2(CO1)COP(=O)(NC1CCCCC1)OC2 (configuration not stated)	117	108	112	89	102	103	120	nt
26	Nc1nc(SCc2ccccc2)cc(SCc2ccccc2)n1	108	107	102	95	98	112	114	124
27	Cc1ccc2nc(-c3nc4ccccc4[nH]3)c(Cl)cc2c1	104	109	108	104	87	108	103	118
28	CC(=O)Nc1ccc(N=NN(C)C)cc1	104	nt	97	90	104	106	108	92
29	COc1ccc(NC(c2ccc(OC(F)F)c(OCC3CC3)c2)c2nnnn2C2CCCCC2)cc1 (configuration not stated)	98	102	96	99	63	97	98	106
30	COc1ccc2c(=O)c(-c3ccccc3OC)c(C)oc2c1	106	107	110	102	101	100	109	93

Given with each value named: entries from further up.
16. COc1ccc(Nc2ncc(C#N)c(NCCCNC(=O)C3CCC3)n2)cc1
  SK-MEL-5 = 92	UACC-257 = 113	SK-MEL-2 = 81	LOX IMVI = 33	UACC-62 = 78	MDA-MB-435 = 69	SK-MEL-28 = 103	MALME-3M = 79

28. CC(=O)Nc1ccc(N=NN(C)C)cc1
  SK-MEL-5 = 104	UACC-257 = nt	SK-MEL-2 = 97	LOX IMVI = 90	UACC-62 = 104	MDA-MB-435 = 106	SK-MEL-28 = 108	MALME-3M = 92

23. Nc1ccc2nc(NC(=O)CN3CCCCC3)sc2c1
  SK-MEL-5 = 101	UACC-257 = 101	SK-MEL-2 = 111	LOX IMVI = 100	UACC-62 = 106	MDA-MB-435 = 103	SK-MEL-28 = 117	MALME-3M = 98

Continued:
item	mol	SK-MEL-5	UACC-257	SK-MEL-2	LOX IMVI	UACC-62	MDA-MB-435	SK-MEL-28	MALME-3M
31	C=C1C(=O)O[C@H]2[C@H]1CC/C(Cn1cc(CNCCc3c[nH]c4ccccc34)nn1)=C\CC[C@@]1(C)O[C@@H]21	96	77	61	94	85	97	89	76
32	CNc1ccc(Nc2ccc(S(=O)(=O)O)cc2)c2c1C(=O)c1ccccc1C2=O	100	107	130	88	95	95	112	110
33	Cc1sc2c(c1C)c(=O)nc1c(-c3nc(-c4ccc(Cl)cc4)no3)n[nH]n12	99	110	113	116	99	104	105	98
34	Cc1cc(=O)n2n1-c1ccc(Br)cc1N=C(OCCCCl)C2	102	nt	95	96	112	108	105	98
35	CCCOC(=O)Nc1nc2ccc(SCC)cc2s1	84	96	76	71	61	3.9*	86	78
36	O=C(/C=C(/C=C/c1ccc(OC(F)(F)F)cc1)OB(F)F)/C=C/c1ccc(OC(F)(F)F)cc1	96	96	95	82	89	101	112	102
37	O=[N+]([O-])c1ccc(/C=N/N2CCCCCC2)cc1	96	97	113	nt	82	91	102	nt
38	COC(=O)[C@]1(C)CCC[C@]2(C)[C@H]3C[C@H]4C(C(C)C)=C[C@]3(CC[C@H]21)[C@@H]1C(=O)N(N)C(=O)[C@@H]14	98	91	89	99	84	107	108	94
39	O=C1NC(=O)C(=Cc2ccc3c(c2)Cc2ccccc2-3)C(=O)N1	nt	102	107	101	101	101	117	101
40	Cc1nc2sc(C(=O)Nc3cccc(Cl)c3)c(N)c2cc1C(=O)c1ccccc1	98	100	98	99	83	68	94	107
41	Cc1ccc2nc(C)c(C(=O)NCc3ccc(OCc4cn(Cc5ccc(Br)cc5)nn4)cc3)n2c1	57	85	107	92	67	97	100	99
42	CCC(=O)C(c1ccc(N(C)C)cc1)c1ccc(N(C)C)cc1	100	101	91	93	89	65	101	99
43	CS(=O)(=O)N1CCC(Nc2nccc(O[C@H]3CO[C@H]4[C@@H]3OC[C@@H]4OCc3ccccc3)n2)CC1	nt	101	111	102	85	100	103	93
44	CO[C@@]1(NC(=O)CSCC#N)C(=O)N2C(C(=O)O)=C(CSc3nnnn3C)CSC21 (some centres not stated)	104	111	100	101	113	101	114	109
45	CCOC(=O)c1c(C)n(-c2ccccc2)c2ccc(OC(=O)c3cc(OC)c(OC)c(OC)c3)cc12	90	89	95	100	73	95	102	nt
46	CN(C)c1ccc(/C=N/n2c(-c3cc(F)c(Cl)cc3Cl)nn(CN3CCOCC3)c2=S)cc1	92	92	104	96	95	81	108	88
47	O=C1Nc2cc(Cl)ccc2/C1=C/c1ccc(OCc2ccc(Cl)cc2)cc1	99	112	100	91	91	103	106	99
48	c1ccc(-c2cc(-c3nnc(SCCN4CCOCC4)o3)c3ccccc3n2)cc1	78	96	102	95	80	93	101	106
49	COc1ccc(C(=S)N2CCN(c3ccccc3C)CC2)cc1OC	99	95	86	nt	72	30	102	85
50	O=C(Nc1cccc(-c2cccc(F)c2)c1)C1CCN(Cc2cccc3cccnc23)CC1	35	-2.4*	63	3.3*	-45*	35	-40*	-50*
51	Cc1cc(C)n(-c2ccc3nnc(-c4ccccc4)n3n2)n1	nt	135	114	77	100	106	122	108
52	CCC(=O)Oc1c(Cl)cc(Cl)cc1-c1ccccc1	115	84	nt	101	106	120	116	117
53	CC(C)(C)n1cc(-c2ccnc(NCCCNS(=O)(=O)c3ccc(F)cc3)n2)c(-c2ccc(Cl)c(O)c2)n1	91	103	93	90	81	89	80	86
54	N#Cc1ccc(CN(Nc2ccccc2)c2ccccc2)cc1	99	92	103	95	86	100	106	117
55	CC(C)CCC(=O)c1ccco1	102	103	114	103	96	116	105	108
56	COc1ccc(/C(C)=N/NC(=O)c2ccc(S(C)(=O)=O)cc2)cc1OC	106	96	101	106	102	112	105	98
57	COC(=O)C1(CC(=O)c2ccc(OC)cc2)NC(=S)NC(=O)C1C#N (configuration not stated)	104	112	106	99	107	108	122	108
58	CCCCCCC1=C(P(=O)(O)O)N[C@H](C(=O)O)CS1	97	79	94	88	80	91	92	104
59	CC1=NN(c2ccccc2)C(=O)C1N=Nc1ccccc1O (configuration not stated)	nt	98	101	94	98	105	112	93
60	c1ccc(Oc2ncnc3ccccc23)cc1	110	109	105	93	97	104	115	nt

Arranged by formula weight (largest number first): part of the list above.
item	mol	SK-MEL-5	UACC-257	SK-MEL-2	LOX IMVI	UACC-62	MDA-MB-435	SK-MEL-28	MALME-3M
33	Cc1sc2c(c1C)c(=O)nc1c(-c3nc(-c4ccc(Cl)cc4)no3)n[nH]n12	99	110	113	116	99	104	105	98
7	COc1cccc2c1S(=O)(=O)c1c(NCCN)nc3ccccc3c1C2=O	nt	76	93	76	83	91	113	57
30	COc1ccc2c(=O)c(-c3ccccc3OC)c(C)oc2c1	106	107	110	102	101	100	109	93

The results go on:
item	mol	SK-MEL-5	UACC-257	SK-MEL-2	LOX IMVI	UACC-62	MDA-MB-435	SK-MEL-28	MALME-3M
61	COc1ccc(-n2c(N)c(-c3nc4ccccc4[nH]3)cc(C#N)c2=O)cc1	91	96	105	98	102	99	100	92
62	COc1ccc(/C=C2\Oc3cc(OCCN4CCCC4)ccc3C2=O)c(OC)c1OC	90	nt	109	100	101	101	102	102
63	CC(=O)O/C=C(\C)C1CCC2C1(C)CC=C1C23C=CC2(CC(OC(C)=O)CCC12C)C1C(=O)OC(=O)C13 (configuration not stated)	84	93	95	99	98	100	106	96
64	O=C(O)c1ccc(-n2cc(CNc3cccc(F)c3)c(-c3ccc(C(F)(F)F)cc3)n2)cc1	73	85	98	87	89	82	85	83
65	CCN1CCN(C(=O)[C@]23CCC(C)(C)C[C@H]2C2=CC[C@@H]4[C@@]5(C)C/C(=C/c6ccccn6)C(=O)C(C)(C)[C@@H]5CC[C@@]4(C)[C@]2(C)CC3)CC1	86	85	105	nt	88	95	98	89
66	O=C(O)c1cc(O)[nH]c(=O)c1	98	97	105	96	92	92	105	81
67	O=C1/C(=C/c2ccc(Cl)cc2)SC(=S)N1C1c2ccccc2Oc2ccccc21	82	97	102	87	87	99	101	87
68	c1ccc(-c2nc3ccccc3n3cccc23)cc1	102	99	127	97	93	102	103	122
69	COc1ccc(C2CCCCC2=O)cc1 (configuration not stated)	110	106	119	97	110	103	111	120
70	Nc1cc2c(cc1Br)-c1ccccc1C2=O	100	105	106	97	nt	107	109	101
71	Cc1ccc(-c2cnc3sc4c(-c5ccccc5)n[nH]c(=O)c4n23)cc1	96	109	91	99	91	108	95	107
72	COc1cc(/C(Cl)=C/C=C/C(=O)c2c(C)[n+]([O-])c3ccc(Cl)cc3[n+]2[O-])cc(OC)c1OC	14	nt	29	-18*	21	6.9*	33	66
73	COc1cc2c(c(OC)c1OC)CCC(c1cccc(NC(=O)c3ccc(Br)cc3)c1)O2 (configuration not stated)	71	70	87	90	61	69	90	80
74	CCOC(=O)C1CC(C(=O)OCC)C(=Nc2ccccc2)C1=O (configuration not stated)	96	90	93	93	99	93	94	101
